KDM5B inh = Primary screen for KDM5B Histone Demethylases FDH-coupled qHTS; 220,000 tested, 2.6% active; AID 1347165, 2019; KDM5B demethylase, FDH-coupled NADH fluorescence (FDH is formaldehyde dehydrogenase); Potency, µM (highest dose often 57.7 µM), for the others: at the highest dose activity change, negative = inhibition, usual class: inhibitors; active = well fitted inhibition curve with a large enough effect; inconclusive = small, poorly fitted or top-dose-only effect; inactive = no such curve, though single readings can be large or run the other way; note: 0% is about no effect; nearly all actives have a fitted effect of over 70% in size
Target sequence (Q9UGL1 whole entry, looked up): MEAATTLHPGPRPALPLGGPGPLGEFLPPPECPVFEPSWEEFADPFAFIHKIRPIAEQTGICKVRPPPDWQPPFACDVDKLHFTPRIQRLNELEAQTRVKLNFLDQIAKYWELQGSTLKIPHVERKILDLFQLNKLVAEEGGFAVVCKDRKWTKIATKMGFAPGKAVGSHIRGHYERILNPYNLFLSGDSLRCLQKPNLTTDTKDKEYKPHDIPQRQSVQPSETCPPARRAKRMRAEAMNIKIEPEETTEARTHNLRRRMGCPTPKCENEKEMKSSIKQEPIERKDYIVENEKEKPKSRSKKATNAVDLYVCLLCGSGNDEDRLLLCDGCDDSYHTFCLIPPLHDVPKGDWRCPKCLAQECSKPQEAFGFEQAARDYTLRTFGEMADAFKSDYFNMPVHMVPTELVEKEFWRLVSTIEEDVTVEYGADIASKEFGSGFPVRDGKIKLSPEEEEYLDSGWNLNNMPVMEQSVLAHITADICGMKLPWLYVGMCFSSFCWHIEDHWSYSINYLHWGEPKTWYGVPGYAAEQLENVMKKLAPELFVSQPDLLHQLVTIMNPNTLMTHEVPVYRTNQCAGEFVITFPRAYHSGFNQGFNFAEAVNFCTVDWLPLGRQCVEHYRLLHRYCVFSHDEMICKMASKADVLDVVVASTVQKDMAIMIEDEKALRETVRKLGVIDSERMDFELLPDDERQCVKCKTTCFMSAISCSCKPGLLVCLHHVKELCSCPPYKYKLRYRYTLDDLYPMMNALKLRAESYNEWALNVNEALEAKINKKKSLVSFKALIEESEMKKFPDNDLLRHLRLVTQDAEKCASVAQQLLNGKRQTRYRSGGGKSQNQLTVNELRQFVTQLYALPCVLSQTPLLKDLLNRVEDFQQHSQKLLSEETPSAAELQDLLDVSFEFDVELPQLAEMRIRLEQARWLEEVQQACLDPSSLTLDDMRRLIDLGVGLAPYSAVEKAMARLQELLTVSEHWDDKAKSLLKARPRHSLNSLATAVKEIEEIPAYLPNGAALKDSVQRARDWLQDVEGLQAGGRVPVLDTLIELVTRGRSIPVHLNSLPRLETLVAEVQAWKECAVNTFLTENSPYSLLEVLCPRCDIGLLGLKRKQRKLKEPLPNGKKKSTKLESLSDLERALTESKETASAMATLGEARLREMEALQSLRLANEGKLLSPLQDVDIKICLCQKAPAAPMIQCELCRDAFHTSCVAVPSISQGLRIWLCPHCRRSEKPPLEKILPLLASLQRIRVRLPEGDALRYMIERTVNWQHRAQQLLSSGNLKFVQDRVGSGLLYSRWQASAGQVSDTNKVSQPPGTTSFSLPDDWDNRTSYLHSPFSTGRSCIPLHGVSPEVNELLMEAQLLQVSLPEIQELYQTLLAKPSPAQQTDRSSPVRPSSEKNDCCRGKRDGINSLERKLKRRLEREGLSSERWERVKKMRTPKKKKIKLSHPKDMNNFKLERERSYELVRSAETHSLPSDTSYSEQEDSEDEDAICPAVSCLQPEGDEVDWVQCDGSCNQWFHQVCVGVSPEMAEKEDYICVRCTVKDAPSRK
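Measured: NADH fluorescence change, 30 min, RT. System: KDM5BΔAP 200 nM final, H3K4me3 peptide, α-KG, Fe(II), ascorbate, NAD⁺ plus FDH, pH 7.5 HEPES. Compounds: titrated, 10 min pre-incubation with enzyme.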
* marks the source's active call; other numbers are inactive results; u = inconclusive; & = joins results of further samples; ! = a repeat was not active; [ ] = another dose, or the depositor's remark. Potency is the fitted concentration of half-maximal effect. The list is partial. The share of hits here may be higher or lower than overall.

Start of the listing, in advance (3 entries):
Molecule	KDM5B inh
CC(=O)Nc1ccc(S(=O)(=O)N2CCC(NC(=O)C(Cc3ccc(C)cc3)NC(C)=O)CC2)cc1 (stereo unspecified)	16.6%
CNCC(=O)N1CCC(n2nccc2NC(=O)Nc2ccccc2OC)CC1	u
Cc1ccccc1CN1CCOc2cc([S+](=O)([O-])Nc3cccnc3)ccc2C1	-1.1%[86.2 µM]

The list itself, previewed entries included:
Molecule	KDM5B inh
CC(=O)Nc1ccc(S(=O)(=O)N2CCC(NC(=O)C(Cc3ccc(C)cc3)NC(C)=O)CC2)cc1 (stereo unspecified)	16.6%
CNCC(=O)N1CCC(n2nccc2NC(=O)Nc2ccccc2OC)CC1	u
Cc1ccccc1CN1CCOc2cc([S+](=O)([O-])Nc3cccnc3)ccc2C1	-1.1%[86.2 µM]
Cc1ccc(-c2ccc(C=O)cc2)c(C)c1	u
Cc1ccc(Nc2nc(CSc3nnnn3C3CC3)cs2)cc1	-7.6%
O=C(CCC1N=C2c3ccccc3N=C(SCc3ccc(Cl)cc3)N2C1=O)NC1CCCCC1 (stereo unspecified)	u
COc1ccc(F)cc1S(=O)(=O)N1CCCC(Cn2c(C3CC3)nc3cccnc32)C1 (stereo unspecified)	-1.0%
COc1cccc(CN)c1OCC(C)C	-28.4%
COc1cccc2cc(-c3csc(Nc4ccccc4Br)n3)c(=O)oc12	18.6%
O=C(C1CCCCCC1)N1CCC(n2cc(C3CCCCC3)nn2)CC1	-7.2%
CCOc1ccc(CN2CCCC2c2cccc(C)c2)cc1 (stereo unspecified)	-2.0%
Cc1ccc(F)cc1NC(=O)C(C)C	-3.9%
Cc1ccc(CNC[C@H]2O[C@H](Cc3cc(CN(C)Cc4ccccc4)on3)CC[C@@H]2O)cc1	56.6%[activator]
CC(C)C[C@@H]1N[C@H](C(=O)NCC2CC2)Cc2cn(Cc3nccn3C)c3cccc1c23	-25.7%[86.2 µM]
CCc1cccc(NC(=O)N(C)CC2CCOCC2)c1	26.2%
CCCCC1CCC(C(=O)Nc2ccc(OC)c3ncccc23)CC1 (stereo unspecified)	-9.1%
CC(C)c1nc2cc(NC(=O)NCc3ccccc3)ccc2o1	0.3%
COc1cccc(CNC(=O)c2ccc(CN3CC(=O)N4CCCCC4C3=O)cc2)c1 (stereo unspecified)	-20.6%
Oc1ccccc1-n1cccc1	-27.0%
S=C(NCc1ccccc1)NCc1ccccc1Cl	-3.1%
O=C1COc2ccc(-c3cccc(O)c3)nc2CN1CCOc1ccccc1	-18.7%[86.2 µM]
CC(NCC(=O)NC1CCCCC1)c1cccc(C(F)(F)F)c1 (stereo unspecified)	-10.4%
C=CCNC(=O)N1CCC(O)(c2csc(CN(CC)CC)n2)CC1	19.0%[86.2 µM]
CC(C)c1nnc(C2CN(C(=O)COc3ccc(Cl)cc3)CC23CCOCC3)o1 (stereo unspecified)	6.9%
N#Cc1cccc(S(=O)(=O)N[C@@H]2CCOC[C@H]2OCc2cscn2)c1	41.3%[activator]
CCC(=O)N1CCc2sc(C(=O)NCc3ccc4c(c3)OCO4)cc2C1	-11.9%
CN1CC2(CCN(C(=O)Cc3c[nH]c4ccccc34)CC2)CC1C(=O)N1CCOCC1 (stereo unspecified)	8.5%
COc1ccccc1-c1nnc(SCC(=O)NC2CCCCC2)n1C	17.7%
CCOc1cc(=O)n2c(c1C(=O)Nc1cc(OC)ccc1OC)CCCC2	27.7%
CC(C)Cc1nnc(NC(=O)c2ccc3c(ccn3C)c2)s1	-10.2%
Cc1ccc(S(=O)(=O)Nc2cccc(-c3ccc(N4CCCCC4)nn3)c2)s1	-15.2%
Cc1ccc(CN(C)Cc2ccc(-c3ccccc3)cc2)cc1	-11.9%[86.2 µM]
O=C(NCCCN1CCOCC1)c1ccc(N2CCOCC2)c([N+](=O)[O-])c1	23.4%
COc1cccc(CNC(=O)Cn2nc(C)c3sc4ccccc4c3c2=O)c1OC	-1.8%
CCOc1ccc(S(=O)(=O)Nc2ccccc2)cc1-c1nc2c(C(C)(C)C)nn(C)c2c(=O)[nH]1	u
CCOc1cc(/C=C2/NC(=O)NC2=O)cc(Cl)c1OCc1ccc(Cl)c(Cl)c1	10.6%
CCCN(CCC)S(=O)(=O)c1nc(C)c(Cl)c(C)c1C#N	13.4%
O=C(NC/C(=N/NC(=O)c1cccnc1)c1ccccc1)c1ccccc1	-10.0%
Cn1c(C(=O)O)cc2c1CCN(Cc1ccc(F)cc1)C2	6.9%
COc1ccccc1NC(=O)Cn1ccc2c(Cl)cccc21	8.1%
O=C(CCc1nnc2ccc(NCc3ccco3)nn12)Nc1ccc2c(c1)OCO2	-1.8%
CN(Cc1ccc(F)cc1)C(=O)Nc1ccccc1	-4.1%[86.2 µM]
COc1cccc(NC(=O)N2CCOC(CN(CC(C)C)C(=O)c3cccc(OC)c3)C2)c1 (stereo unspecified)	-17.0%
O=C1NCN(Cc2ccc(Cl)cc2)C12CCN(CC1CCCCC1)CC2	13.3%
CC(=O)c1ccc(SCC(=O)NCCC2=CCCCC2)c(F)c1	-0.7%
CCn1c(/C=C/c2cn(C)c3ccccc23)nc2ccccc2c1=O	-14.1%
COc1ccc(-n2nnnc2C2CCN(S(=O)(=O)c3cc(OC)ccc3OC)CC2)cc1	-22.9%
CN(C)c1ccc(NC(=O)N2CCN(c3cnccn3)CC2)cn1	u
CC(Oc1ccc(F)cc1)C(=O)Nc1ccc(N2CCN(C)CC2)nc1 (stereo unspecified)	11.4%
COc1ccccc1N1CCN(c2nc(CSc3ccc(C)cc3)cc(=O)[nH]2)CC1	13.0%
CC(C)C(Br)C(=O)Nc1ccc(Cl)c(Cl)c1 (stereo unspecified)	17.0%
CCCCN(CCCC)Cc1cc(=O)oc2cc(C)c(O)cc12	u
CC(C)(CC(=O)O)CC(=O)Nc1cccc2ccccc12	-8.9%
Cc1ccc(-c2nn(CC(=O)Nc3ccc(C(=O)N(C)C)cc3)c(=O)c3ccccc23)cc1	12.3%
CCOc1ccc(NC(=O)c2nn(CC(C)C)c(=O)c3ccccc23)cc1S(=O)(=O)N1CCCC1	-11.3%
CC(=O)Nc1c(C)nn(-c2ccccc2)c1N1CCC(C(=O)NCc2ccc(F)cc2)CC1	12.6%
CNC(=O)[C@@H](c1ccccc1OC)N1CCC[C@H]1C(=O)N1CCN(C)CC1	-21.0%
Cc1ccc(C2=NC3(CCN(C(=O)c4cc(F)ccc4Cl)CC3)ON2)cc1	6.6%
COC(=O)c1ccc(OC(=O)c2cc(-c3ccc(OC)cc3)nc3c(C)cc(C)cc23)cc1	-19.9%
CCCc1nc(N2CCOCC2)c(C#N)c2c1CCCC2	u

More entries follow.
Molecule	KDM5B inh
CCc1cnc2c(c1SCC(=O)NCc1ccc(C)cc1)c(=O)n(C)c(=O)n2C	-11.6%
CC(C)Cc1cc(C(=O)Nc2cc(Cl)ccc2Cl)no1	-0.6%
CCOC(=O)c1ccccc1NC(=O)Cn1cc(C(=O)c2cccc(OC)c2)c(=O)c2ccc(C)nc21	u
Cc1c(CC(=O)N2CCN(C(=O)C3COc4ccccc4O3)CC2)c(=O)oc2c(C)c(O)ccc12 (stereo unspecified)	u
Cc1ccc(C(=O)N2CCC(c3nc(C4CCOCC4)no3)CC2)cn1	-22.1%
COc1cccc(C(=O)N2CCCC3(C2)NC(=O)N(Cc2ccc(C)cc2)C3=O)c1OC (stereo unspecified)	-26.6%
CN(Cc1ccccc1)C(=O)c1cc(-c2cccc(Cl)c2)n[nH]1	-13.0%
CCOc1cc2c(cc1OCC)C(CC(=O)OC)N(C(=O)Nc1cc(OC)ccc1OC)CC2 (stereo unspecified)	u
COC(=O)CNC(=O)C1=NOC2CN([S+](C)(=O)[O-])CC12 (stereo unspecified)	29.3%[149 µM]
O=C(Cn1ccn2nc(-c3ccc(F)cc3)c(CO)c2c1=O)Nc1ccc(F)c(F)c1	u
CCOC(=O)C1=C(CS(=O)(=O)c2cc(Cl)ccc2OC)NC(=O)NC1c1cccc(OC)c1 (stereo unspecified)	-9.3%
C[C@H](O)c1onc(-c2ccccc2)c1C(=O)NC1CCC1	-28.7%[115 µM]
COc1ccc(-c2nc(COC(=O)C3(O)CCCCC3)cs2)cc1	u
CCOC(=O)c1cnc(Nc2ccc(F)cc2F)c2ccccc12	u
Cc1ccc(C)c(-c2ccc(C(=O)NCCCn3ccnc3C(C)C)cn2)c1	-9.6%
Cc1ccc(Cl)cc1NC(=S)NCCSc1ccccc1	7.5%
CCOc1cc(C(=O)OCC(=O)Nc2ccc(F)c(Cl)c2)ccc1OCC(=O)N1CCCCC1	-1.4%
O=C(NCC1CCCO1)c1ccc(CSc2nc3cccnc3n2Cc2ccc(F)cc2)cc1 (stereo unspecified)	u
Cc1cc(C)c2sc(N(Cc3cccnc3)C(=O)CCOc3ccccc3)nc2c1	u
COc1ccc(C(=O)Nc2ccc(-c3noc([C@@H]4CCCN4Cc4ccc(F)c(F)c4)n3)cn2)cc1	28.2µM*
CCn1cnc2c1c(=O)n(CC(=O)OCCOc1ccccc1)c(=O)n2Cc1ccccc1	10.2%
O=C(CCC[C@@H]1[C@H]2CCCN3CCC[C@@H](CN1C(=O)c1ccco1)[C@@H]23)NCC1CC1	-5.2%
O=C(Nc1cc(S(=O)(=O)N2CCOCC2)ccc1-n1cncn1)c1ccc(Cl)cc1	29.9%
COc1cccc(-n2cc(C(=O)OCc3ccc(Cl)cc3)c3ccccc3c2=O)c1	u
O=C(Nc1ccc(Cl)cc1)N1CCC(c2nn(-c3ccc(Cl)cc3)c(=O)[nH]2)CC1	-6.7%
CCCn1nc(C(=O)Nc2nc(C)cs2)c2ccccc2c1=O	-7.5%
Cc1ccccc1NC(=O)c1oc2c(c1C)-c1nn(Cc3cccc(Cl)c3)cc1CC2	426.4%[activator]
CN1CCC(NC(=O)CCc2ncc(-c3ccccc3)o2)CC1	8.8%
CCC12CN3CC(C)(CN(C1)C3c1ccc(O)cc1O)C2=O (stereo unspecified)	-0.9%
O=C(NC[C@H]1OC[C@@H](NCc2ccccc2O)[C@@H]1O)C1CCCC1	4.8%[86.2 µM]
Cc1cc(OCCn2nc(C(=O)O)c3ccccc3c2=O)ccc1C(C)C	-16.9%
O=C(c1cccc(OC(F)(F)F)c1)N1CCC2(CC1)CC(O)CCO2 (stereo unspecified)	-5.2%
COC(=O)COc1c(Br)cc(/C=C2/NC(=O)NC2=O)cc1Br	21.2%
Cc1ccc(NCc2cc3cccc(C)c3[nH]c2=O)c(C)c1	u
Cc1ccc2c(Cl)cc(Cl)c(OCC(=O)NCC(F)(F)F)c2n1	12.6%
CSCCCN1CCC2(Cc3ccccc3CNC2=O)C1 (stereo unspecified)	4.9%[149 µM]
Cc1cc(C(=O)NCc2ccccc2Cl)c2c(C)nn(-c3ccccc3)c2n1	u
O=C(NC[C@H]1O[C@@H](CO)[C@@H](O)[C@H]1N1CCN(c2cccc(C(F)(F)F)c2)CC1)Nc1ccc(F)cc1F	u
CCN(CC)S(=O)(=O)c1ccc(C)c(NC(=S)Nc2ccccc2C(C)(C)C)c1	18.9%
O=C(COc1ccc(Br)cc1CO)Nc1ccccc1	-4.3%
COc1cc(NC(=O)c2cc3c(N4CCSCC4)nc(C)cn3n2)cc(OC)c1OC	22.4µM*
COc1cc(NC(=O)c2c(C)nn(-c3ccc(F)cc3)c2-n2cccc2)cc(OC)c1	-0.2%
COc1ccc(C2CC(=O)C=C(Nc3ccc(Cl)cc3)C2)cc1 (stereo unspecified)	4.7%
CC(=O)c1ccc(NC(=O)c2nn(C)c3c2COc2ccccc2-3)cc1	15.9%&3.6%
Cc1cccc(-n2ccc(C=O)c2)c1C	-3.7%
O=C(Oc1ccc2c(-c3cc4ccccc4oc3=O)cc(=O)oc2c1)N1CCOCC1	u
O=C(CNC(=O)c1ccc(Cl)cc1)N/N=C/c1cccnc1	23.2%
Cc1ccc(-c2[nH]ncc2CN2C[C@@H](CO)[C@H](c3ccccn3)C2)cc1	3.6%
CC(=O)N1CCc2[nH]cnc2C12CCN(C(=O)c1ccc(C)c(C)c1)CC2	20.8%
CN(C)Cc1ccccc1CNC(=O)Cc1nn(C)c(=O)c2ccccc12	-1.9%
Cc1oc2c(cc(NS(=O)(=O)c3ccc(C(C)C)cc3)c3ccccc32)c1C(=O)O	-2.5%
Cc1ccc(S(=O)(=O)N2CCN(C(=O)c3nn(C(C)C)c(=O)c4ccccc34)CC2)cc1C	4.9%
COC(=O)c1cccc(NC(=O)N2CCc3c(nc4cc(-c5ccccc5)[nH]n4c3=O)C2)c1	11.2µM*
CN(C)CCNC(=O)[C@H]1C[C@@](C)(C(=O)O)N(C)[C@H]1c1ccc(Cl)cc1	4.5%
c1ccc2c(-c3nc4ccncc4[nH]3)c[nH]c2c1	39.8µM*!
COc1ccc2ccc(OCc3nc(C(=O)N(C)CC4CCCO4)co3)cc2c1 (stereo unspecified)	-12.4%
N#CCSc1ccccc1C(=O)O	0.7%
Cc1ccc(OCC(=O)Nc2nc(-c3ccc(Br)s3)ns2)cc1C	u
O=S(=O)(c1cccs1)N1CCN(c2ccc(O)cc2)CC1	-19.8%

From PubChem
